GPR7 antag – antagonists of human GPR7 (neuropeptides B/W receptor 1). GPR7-expressing cells, fluorescence antagonist assay. inhibition, % at 4.4 µM. 290,000 compounds, 1.1% hits; in the data active means inhibition above about 16%, passing the limit was not always enough;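 further: cells stimulated with the agonist NPW; 0% = agonist with vehicle and 100% = vehicle without agonist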
Target sequence (P48145 whole entry, looked up): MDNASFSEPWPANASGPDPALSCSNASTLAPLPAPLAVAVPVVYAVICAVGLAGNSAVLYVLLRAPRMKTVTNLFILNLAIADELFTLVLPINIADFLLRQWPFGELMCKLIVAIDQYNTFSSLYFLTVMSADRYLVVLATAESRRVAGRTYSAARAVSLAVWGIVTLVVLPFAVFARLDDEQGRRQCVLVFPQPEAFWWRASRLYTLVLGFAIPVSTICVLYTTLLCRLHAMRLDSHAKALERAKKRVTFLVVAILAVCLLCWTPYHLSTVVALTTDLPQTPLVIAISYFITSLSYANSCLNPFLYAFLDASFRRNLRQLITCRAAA
PHOSPHO1 block – PHOSPHO1 (human) inhibition | 290,000 compounds, 1.1% hits | inhibition, % at 13.3 µM | recombinant PHOSPHO1, absorbance phosphatase assay; in the data active means inhibition above about 60%
Target sequence (Q8TCT1 whole entry, looked up): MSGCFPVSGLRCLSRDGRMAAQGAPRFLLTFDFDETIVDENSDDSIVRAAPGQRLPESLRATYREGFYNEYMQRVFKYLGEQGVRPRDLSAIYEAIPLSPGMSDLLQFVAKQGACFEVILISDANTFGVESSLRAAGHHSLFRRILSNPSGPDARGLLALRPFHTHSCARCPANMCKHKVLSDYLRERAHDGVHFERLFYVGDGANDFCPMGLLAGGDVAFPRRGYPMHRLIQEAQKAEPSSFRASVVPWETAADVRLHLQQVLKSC
IMP-1 inh – blocks Pseudomonas aeruginosa IMP-1 metallo-beta-lactamase | purified IMP-1, nitrocefin hydrolysis, epi-absorbance fluorescence | inhibition, % at 5.6 µM | 290,000 compounds, 0.45% hits;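 active means inhibition above the mean plus 3 SD of all compounds in the same screening run, cut at about 4.5% in these data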;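 further: 0% = IMP-1 with DMSO and 100% = DMSO wells lacking enzyme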
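Assay system: purified recombinant IMP-1 beta-lactamase. Input: IMP-1 0.2 nM before substrate addition. Buffer or medium: Zinc- and detergent-supplemented HEPES buffer, pH 7.1. Schedule: 25 °C, 15 min preincubation, 25 min reaction. Signal: Epi-absorbance fluorescence, 480 nm excitation, 530 nm emission. Evaluation: percent inhibition from optical density relative to buffer-blank wells.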
IDE inh – inhibits human insulin-degrading enzyme in HEK cells. 320,000 compounds, 0.41% hits. P14735. AID 434962. FAbetaB cleavage, fluorescence polarization. inhibition, % at 5.59 µM;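 active means percent inhibition above the average of all tested compounds plus 3 SD, set per screening campaign, cut at about 16% in these data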;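 further: IDE supplied by intact live HEK cells; FP after avidin binding of uncleaved biotin substrate so inhibition keeps polarization high; 0% = DMSO wells and 100% = 60 µM reference IDE inhibitor Ii1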
pCIP destab – compounds decreasing mouse p/CIP protein stability | Q05BA5 | F442A p/CIP-EGFP cells, EGFP fluorescence, 16 h | decrease of EGFP signal, % at 10 µM | 290,000 compounds, 0.01% hits | AID 1984;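 active means EGFP signal decrease of at least 30% at 10 µM or well 3 SD below plate mean, unless failing retest; inactive means the rest, including hits failing retest or dose response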; further: some compounds called inactive have numbers as strong as hits; many of its hits are not listed in these tables
NALP1 yeast inh – inhibitors of NALP1 inflammasome in yeast | S. cerevisiae NALP1/ASC/caspase-1 growth, X-gal OD620, 72 h | inhibition, % at 10 µM | 280,000 compounds, 0.61% hits | AID 2071; in the data active means inhibition mostly above about 24%, no sharp cut-off; inactive means mostly below about 32%; further: some compounds called inactive have numbers as strong as hits
IDE act – boosts human insulin-degrading enzyme activity in HEK cells; 340,000 compounds, 0.073% hits; activation, % at 5.96 µM; FAbeta-B cleavage, fluorescence polarization; 0% vehicle, 100% cell-free pure enzyme wells;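 active means activation above the mean of all tested compounds plus 3 SD, set per screening campaign, cut at about 17% in these data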
VIM-2 inh – inhibitors of Pseudomonas aeruginosa VIM-2 metallo-beta-lactamase; purified VIM-2, nitrocefin hydrolysis, epi-absorbance fluorescence; inhibition, % at 5.6 µM; 290,000 compounds, 0.89% hits;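 active means inhibition above the mean of all tested compounds plus 3 SD, cutoff set per screening run, cut at about 7.5% in these data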;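 further: red hydrolysis product quenches plate fluorescence so inhibitors raise well fluorescence; 0% = enzyme with DMSO and 100% = DMSO without enzyme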
M18AAP inhibitor – PfM18AAP enzyme inhibition; recombinant PfM18AAP, H-Glu-NHMec fluorogenic cleavage; inhibition, % at 7.35 µM; 290,000 compounds, 1.2% hits; AID 1822;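 active means inhibition above the campaign mean inhibition over all tested compounds plus 3 SD, cut at about 28% in these data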;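 further: 0% = plate median of test compound wells and 100% = 2 mM ZnCl2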
* = called active by the depositor.

CC(=O)Nc1ccc(S(=O)(=O)N2c3ccccc3NC(=O)CC2C)c(Cl)c1 (configuration not stated) was read as GPR7 antag -2, PHOSPHO1 block 53, IMP-1 inh -0.9, IDE inh 7, pCIP destab 8, VIM-2 inh -3.4 and M18AAP inhibitor 4.
CCOC(=O)C1=C(N)Oc2cc(O)ccc2C1c1cccc([N+](=O)[O-])c1 (configuration not stated) was read as GPR7 antag 0, PHOSPHO1 block 28, IMP-1 inh -0.8, IDE inh 3, pCIP destab 1, NALP1 yeast inh 12, IDE act -5, VIM-2 inh -1.0 and M18AAP inhibitor 2.
For Cc1ccc(Oc2nc(-c3ccccn3)nc3ccccc23)cc1 the results were GPR7 antag -5, PHOSPHO1 block -4, IMP-1 inh -3.2, IDE inh 7, pCIP destab -3, NALP1 yeast inh -6, VIM-2 inh -1.4 and M18AAP inhibitor 3.
Cc1ccc(-c2nc(N)n(S(=O)(=O)c3ccc(C)cc3)n2)cc1 was read as GPR7 antag 1, PHOSPHO1 block 37, IMP-1 inh -1.0, IDE inh 0, pCIP destab -28, NALP1 yeast inh -7, IDE act 2, VIM-2 inh 1.5 and M18AAP inhibitor -13.
For CCc1cc(=O)oc2c(C)c(OS(C)(=O)=O)ccc12 the results were GPR7 antag 2, IMP-1 inh -3.7, IDE inh 0, IDE act 2, VIM-2 inh 1.0 and M18AAP inhibitor -5.
`O=C(c1cccs1)c1cn(CC(=O)N2CCc3ccccc3C2)c2ccccc12` gave GPR7 antag -8, PHOSPHO1 block 3, IMP-1 inh -4.7, IDE inh 1, pCIP destab -2, NALP1 yeast inh 22, IDE act -6, VIM-2 inh -0.5 and M18AAP inhibitor -2.
Screening O=C(CNS(=O)(=O)c1ccccc1)NCC(=O)OCc1ccccc1F returned GPR7 antag -4, PHOSPHO1 block -4, IMP-1 inh -1.7, IDE inh 0, pCIP destab -6, NALP1 yeast inh 19, IDE act 1, VIM-2 inh -2.3 and M18AAP inhibitor -1.
For O=C1C2C3C=CC(C3)C2C(=O)N1CCCCN1C(=O)C2C3C=CC(C3)C2C1=O (configuration not stated) the results were GPR7 antag -4, PHOSPHO1 block 5, IMP-1 inh -0.2, IDE inh 1, pCIP destab -4, NALP1 yeast inh 14, IDE act 1, VIM-2 inh -0.6 and M18AAP inhibitor -5.
`COC(=O)C1=C(C)OC(N)=C(C#N)C1c1ccco1` (configuration not stated) gave GPR7 antag -11, PHOSPHO1 block 11, IMP-1 inh -2.3, IDE inh -3, pCIP destab -3, NALP1 yeast inh -77, IDE act 1, VIM-2 inh -1.4 and M18AAP inhibitor 3.
`COC(=O)c1c(NC(=O)CSc2nnc(CNc3ccc(Cl)cc3)o2)sc(C)c1C` gave GPR7 antag 3, PHOSPHO1 block 30, IMP-1 inh -5.7, IDE inh 3, pCIP destab -5, NALP1 yeast inh 17, IDE act -1, VIM-2 inh -1.6 and M18AAP inhibitor 2.

Molecules from the list above that contain a Cl atom, in the order listed:
CC(=O)Nc1ccc(S(=O)(=O)N2c3ccccc3NC(=O)CC2C)c(Cl)c1 (configuration not stated) was read as GPR7 antag -2, PHOSPHO1 block 53, IMP-1 inh -0.9, IDE inh 7, pCIP destab 8, VIM-2 inh -3.4 and M18AAP inhibitor 4.
`COC(=O)c1c(NC(=O)CSc2nnc(CNc3ccc(Cl)cc3)o2)sc(C)c1C` gave GPR7 antag 3, PHOSPHO1 block 30, IMP-1 inh -5.7, IDE inh 3, pCIP destab -5, NALP1 yeast inh 17, IDE act -1, VIM-2 inh -1.6 and M18AAP inhibitor 2.

New compounds follow
For CCCNC(=S)N(Cc1ccccc1)Cc1nc2ccccc2c(=O)[nH]1 the results were GPR7 antag -6, PHOSPHO1 block 11, IMP-1 inh -3.1, IDE inh 0, pCIP destab 3, NALP1 yeast inh 27, IDE act -1, VIM-2 inh -3.3 and M18AAP inhibitor -2.
Screening CCOC(=O)c1cc2c(=O)n3cccc(C)c3nc2n(CC(C)C)c1=NC(=O)c1ccco1 returned GPR7 antag -6, PHOSPHO1 block -23, IMP-1 inh -0.6, IDE inh -3, pCIP destab 4, NALP1 yeast inh 8, IDE act 6, VIM-2 inh 5.2 and M18AAP inhibitor 18.
For Cc1ccc(SCC(=O)c2ccc(CC(=O)O)s2)cc1 the results were GPR7 antag 0, PHOSPHO1 block -6, IMP-1 inh 1.0, IDE inh 7, pCIP destab 5, NALP1 yeast inh -5, VIM-2 inh 0.4 and M18AAP inhibitor 5.
For Cc1ccc2nc3c(cc(C(=O)NCCCn4ccnc4)n3C)c(=O)n2c1 the results were GPR7 antag 2, PHOSPHO1 block 1, IMP-1 inh 8.4*, IDE inh 7, pCIP destab -13, NALP1 yeast inh 4, IDE act 5, VIM-2 inh 15* and M18AAP inhibitor 5.
Screening CC(=O)Nc1ccc(S(=O)(=O)NC(CC(=O)O)c2ccc(OC(C)C)cc2)cc1 (configuration not stated) returned GPR7 antag -1, PHOSPHO1 block 5, IMP-1 inh -2.4, IDE inh -4, pCIP destab -14, NALP1 yeast inh 7, IDE act 3, VIM-2 inh -0.6 and M18AAP inhibitor 2.
`O=C1c2ccccc2C(=O)N1n1cccc1` gave GPR7 antag 1, PHOSPHO1 block -3, IMP-1 inh -1.5, IDE inh 1, pCIP destab 18, NALP1 yeast inh 19, IDE act 7, VIM-2 inh -0.6 and M18AAP inhibitor -3.
For CNC(=O)NC(=O)C(OC(=O)Cc1cccc(C(F)(F)F)c1)c1ccccc1 (configuration not stated) the results were GPR7 antag -29, PHOSPHO1 block 6, IMP-1 inh -0.3, IDE inh -10, pCIP destab -15, NALP1 yeast inh 18, IDE act 4, VIM-2 inh -0.6 and M18AAP inhibitor -4.
O=C(CSc1nnc2sc3ccccc3n12)c1ccco1 was read as GPR7 antag -17, PHOSPHO1 block 28, IMP-1 inh -11, IDE inh 4, pCIP destab -13, NALP1 yeast inh 24, IDE act -1, VIM-2 inh 1.7 and M18AAP inhibitor 9.
For O=C(CSc1nc2ccccc2o1)N/N=C/c1ccc(O)c(O)c1 the results were GPR7 antag -4, PHOSPHO1 block 20, IMP-1 inh -1.6, IDE inh 4, pCIP destab -5, IDE act 7, VIM-2 inh -4.0 and M18AAP inhibitor 62*.
`CCOc1ccccc1N1CCN(c2nc3ccccc3nc2C(C#N)C(=O)OC)CC1` (configuration not stated) gave GPR7 antag -10, PHOSPHO1 block 45, IMP-1 inh -1.8, IDE inh 6, pCIP destab 0, NALP1 yeast inh 13, IDE act 1, VIM-2 inh -0.2 and M18AAP inhibitor -3.

Overlap with the part before: four compounds, then new ones.
For CNC(=O)NC(=O)C(OC(=O)Cc1cccc(C(F)(F)F)c1)c1ccccc1 (configuration not stated) the results were GPR7 antag -29, PHOSPHO1 block 6, IMP-1 inh -0.3, IDE inh -10, pCIP destab -15, NALP1 yeast inh 18, IDE act 4, VIM-2 inh -0.6 and M18AAP inhibitor -4.
O=C(CSc1nnc2sc3ccccc3n12)c1ccco1 was read as GPR7 antag -17, PHOSPHO1 block 28, IMP-1 inh -11, IDE inh 4, pCIP destab -13, NALP1 yeast inh 24, IDE act -1, VIM-2 inh 1.7 and M18AAP inhibitor 9.
For O=C(CSc1nc2ccccc2o1)N/N=C/c1ccc(O)c(O)c1 the results were GPR7 antag -4, PHOSPHO1 block 20, IMP-1 inh -1.6, IDE inh 4, pCIP destab -5, IDE act 7, VIM-2 inh -4.0 and M18AAP inhibitor 62*.
`CCOc1ccccc1N1CCN(c2nc3ccccc3nc2C(C#N)C(=O)OC)CC1` (configuration not stated) gave GPR7 antag -10, PHOSPHO1 block 45, IMP-1 inh -1.8, IDE inh 6, pCIP destab 0, NALP1 yeast inh 13, IDE act 1, VIM-2 inh -0.2 and M18AAP inhibitor -3.
For COc1cc(OC)c(N(C)C(=O)CCNC(=O)Cn2cnc3ccccc3c2=O)cc1Cl the results were GPR7 antag -6, PHOSPHO1 block 4, IMP-1 inh -1.7, IDE inh 0, pCIP destab 2, NALP1 yeast inh -6, IDE act 6, VIM-2 inh -0.3 and M18AAP inhibitor 0.
`Cn1nc(OCC(N)=O)ccc1=O` gave GPR7 antag -4, PHOSPHO1 block -6, IMP-1 inh 1.1, IDE inh 7, pCIP destab -4, NALP1 yeast inh -7, IDE act 3, VIM-2 inh -3.0 and M18AAP inhibitor 9.
`CC(NC(=O)c1cc(=O)[nH]c2ccc(Br)cc12)c1ccccc1` (configuration not stated) gave GPR7 antag -7, PHOSPHO1 block -10, IMP-1 inh -1.0, IDE inh -4, pCIP destab -21, NALP1 yeast inh 4, VIM-2 inh -2.0 and M18AAP inhibitor -1.
Cc1cccc(NC(=O)C2CCCN(c3nc(C)cc(C)n3)C2)c1 (configuration not stated) was read as GPR7 antag -4, PHOSPHO1 block 3, IMP-1 inh -0.5, IDE inh -6, pCIP destab -1, NALP1 yeast inh 8, IDE act 5, VIM-2 inh -0.4 and M18AAP inhibitor 2.
COCCN(CCOC)S(=O)(=O)c1ccc(C(=O)Nc2nnc(COC)o2)cc1 was read as GPR7 antag -13, PHOSPHO1 block 46, IMP-1 inh -3.8, IDE inh -1, pCIP destab -10, NALP1 yeast inh -4, IDE act 2, VIM-2 inh -3.2 and M18AAP inhibitor 3.
Screening COc1ccccc1N1CCN(C2CCN(C(=O)COc3ccccc3)CC2)CC1 returned GPR7 antag -2, PHOSPHO1 block 34, IMP-1 inh -0.5, IDE inh 4, pCIP destab -5, NALP1 yeast inh 1, IDE act 5, VIM-2 inh -1.1 and M18AAP inhibitor -10.
Screening COc1ccc(S(=O)(=O)NCCC(=O)NC2CCCCCCC2)cc1 returned GPR7 antag 2, PHOSPHO1 block 2, IMP-1 inh -1.8, IDE inh 3, pCIP destab 4, NALP1 yeast inh -60, IDE act -4, VIM-2 inh 0.2 and M18AAP inhibitor 0.
Screening Cc1ccc(-c2cc(-c3n[nH]c(=S)n3C)c3ccccc3n2)cc1 returned GPR7 antag -17, PHOSPHO1 block 4, IMP-1 inh -1.5, IDE inh 1, pCIP destab 16, NALP1 yeast inh -6, IDE act 1, VIM-2 inh -2.3 and M18AAP inhibitor 11.
Screening COCCCn1nnnc1SCC(=O)Nc1ccc2c(c1)OCCO2 returned GPR7 antag -12, PHOSPHO1 block 35, IMP-1 inh -1.9, IDE inh 3, pCIP destab 0, NALP1 yeast inh -12, IDE act -4, VIM-2 inh -0.2 and M18AAP inhibitor -12.
CC(=O)c1oc2ccccc2c1NC(=O)CN1CCCCC1 was read as GPR7 antag -11, PHOSPHO1 block -7, IMP-1 inh -2.2, IDE inh -1, pCIP destab -8, NALP1 yeast inh 0, IDE act 1, VIM-2 inh -0.9 and M18AAP inhibitor 2.
Screening Cc1cc(OCC#N)nc(N)n1 returned GPR7 antag -6, PHOSPHO1 block 20, IMP-1 inh -3.2, IDE inh 1, pCIP destab -14, NALP1 yeast inh 1, IDE act 4, VIM-2 inh 0.5 and M18AAP inhibitor -4.
COc1ccc(N2CCN(C(=O)CCC(=O)NNc3nc4ccccc4c4nc(C)nn34)CC2)cc1 was read as GPR7 antag -12, PHOSPHO1 block 4, IMP-1 inh -4.3, IDE inh 13, pCIP destab -17, NALP1 yeast inh 8, IDE act 2, VIM-2 inh -6.0 and M18AAP inhibitor 7.
